From PubChem BioAssay
STAT1 activator = STAT1 signaling activators, primary screen, cell-based, HTS, luciferase reporter | hit rate 2.6% among 200,000 | AID 932, 2007 | activation (% of control), % at 5.5 µM | NIH 3T3 STAT1-luciferase reporter, IFN-gamma, luminescence; 100% = IFN-gamma alone, no compound;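 active means activation above the screen-wide mean activation plus 3 SD, cut at about 130% in these data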;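 further: raw ratio to IFN-gamma control signal so 100% means no change and 0% no light; values of inactives mirror those of a sister screen read the other way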
STAT3 activator = IL-6 driven STAT3 reporter potentiators, primary screen, U3A cells, luciferase, luminescence, MLSCN library. IL-6 STAT3-luciferase reporter; 100% = signal with IL-6 EC80 alone. activation (% of control), % at 5.6 µM. hit rate 0.91% among 190,000. AID 871, 2007;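 active means activation above the screen-wide mean of compound activation plus 3 SD, cut at about 130% in these data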;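 further: 0% = background luminescence of wells with medium and substrate only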
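Test system: STAT3-luciferase reporter U3A cells; Detection: reporter luminescence signal; Times: 1 h compound pre-exposure, 6 h IL-6 stimulation, 37 °C; Benchmarks: IL-6-only high control; Also added: IL-6 stimulus at 33 ng/mL final.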
Hsp70 activator = Hsp70 transcriptional activators, primary screen, cell-based, HeLa, Hsp70 promoter luciferase, luminescence, 10 µM; HeLa Hsp70 promoter luciferase reporter; scaled: vehicle 0, proteasome-inhibitor control 100%; activation, % at 10 µM; hit rate 0.04% among 200,000;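 active means activation above the mean across all tested compounds plus 3 SD, cutoff set per campaign, cut at about 5.5% in these data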;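 further: 100% = MG132 at 30 µM as the positive control and 0% = DMSO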
Efa HMGR inh = inhibitors of E. faecalis class II HMGR, primary screen, biochemical, Enterococcus faecalis; HMG-CoA reductase (Enterococcus faecalis, mvaE); purified E. faecalis HMGR, NADPH absorbance 340 nm kinetic; inhibition, % at 10 µM; hit rate 0.41% among 190,000; AID 1066, 2008;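 active means inhibition above a set limit, the median over all tested compounds plus 3 SD, cut at about 9.5% in these data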;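 further: enzyme runs in reverse so mevalonate oxidation gives rising NADPH absorbance; 0% = complete reaction with DMSO and 100% = background rate lacking mevalonate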
TLR4-MyD88 BLA = inhibitors of TLR4-MyD88 association in cells, primary screen, cell-based, HeLa CL3-4, BLA complementation, FRET ratio | hit rate 0.18% among 200,000 | AID 861, 2007 | HeLa CL3-4 TLR4/MyD88 BLA complementation | inhibition, % at 8.4 µM | Toll-like receptor 4 (Homo sapiens) + Myeloid differentiation primary response protein …; in the data active means inhibition above about 25%;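 further: 0% = vehicle and 100% = reference inhibitor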
Target sequence (O00206 whole entry, looked up): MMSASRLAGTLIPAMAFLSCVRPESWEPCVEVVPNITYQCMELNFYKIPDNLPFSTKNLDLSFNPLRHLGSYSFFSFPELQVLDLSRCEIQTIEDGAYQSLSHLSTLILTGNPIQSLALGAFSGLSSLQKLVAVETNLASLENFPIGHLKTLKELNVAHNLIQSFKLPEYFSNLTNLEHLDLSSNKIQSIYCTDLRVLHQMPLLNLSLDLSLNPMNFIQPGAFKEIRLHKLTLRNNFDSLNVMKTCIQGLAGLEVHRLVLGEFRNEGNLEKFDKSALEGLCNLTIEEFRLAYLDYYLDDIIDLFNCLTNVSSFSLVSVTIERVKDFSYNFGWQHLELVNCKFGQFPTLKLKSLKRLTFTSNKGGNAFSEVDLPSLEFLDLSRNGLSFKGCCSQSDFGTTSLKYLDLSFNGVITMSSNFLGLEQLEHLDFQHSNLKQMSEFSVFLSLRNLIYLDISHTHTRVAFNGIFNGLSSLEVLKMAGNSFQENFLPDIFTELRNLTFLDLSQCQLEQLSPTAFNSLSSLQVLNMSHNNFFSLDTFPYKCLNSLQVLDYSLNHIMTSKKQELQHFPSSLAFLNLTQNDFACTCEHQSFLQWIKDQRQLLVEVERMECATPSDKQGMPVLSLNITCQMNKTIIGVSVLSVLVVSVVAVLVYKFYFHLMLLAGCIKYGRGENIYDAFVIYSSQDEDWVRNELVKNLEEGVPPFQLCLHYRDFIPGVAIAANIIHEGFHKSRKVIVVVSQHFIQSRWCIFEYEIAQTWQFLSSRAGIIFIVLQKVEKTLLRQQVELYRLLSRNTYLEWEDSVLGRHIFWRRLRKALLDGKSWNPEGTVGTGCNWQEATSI
Target sequence (Q99836 whole entry, looked up): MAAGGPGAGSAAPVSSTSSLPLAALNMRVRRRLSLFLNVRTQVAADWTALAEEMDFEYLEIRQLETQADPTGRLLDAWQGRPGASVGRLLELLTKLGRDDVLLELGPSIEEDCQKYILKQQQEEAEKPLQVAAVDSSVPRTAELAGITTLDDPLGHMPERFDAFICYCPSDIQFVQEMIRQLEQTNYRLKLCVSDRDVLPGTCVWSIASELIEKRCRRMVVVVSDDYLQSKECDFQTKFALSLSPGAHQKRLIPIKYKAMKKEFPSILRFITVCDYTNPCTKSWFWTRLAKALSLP
NF-kB expr up = activators of NF-kB expression in neurons, primary screen, cell-based, HTS | human neuronal cells, NF-kB reporter expression; hits give high values | fold change at 12.5 µM | hit rate 1.6% among 190,000; in the data active means fold change above about 3.3
STAT3 inh = IL-6 driven STAT3 reporter inhibitors, primary screen, U3A cells, luciferase, luminescence, MLSCN library; IL-6 STAT3-luciferase reporter; host cell line lacks STAT1; inhibition, % at 5.5 µM; hit rate 0.89% among 190,000; AID 862, 2007;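 active means inhibition above the mean inhibition across all screened compounds plus 3 SD, cut at about 44% in these data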;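 further: 0% = DMSO only wells and 100% = 100 µM nifuroxazide control wells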
APP 5'UTR act = activators of APP 5'UTR luciferase reporter, primary screen, SH-SY5Y cells. activation, % at 2 µM. hit rate 1% among 190,000. SH-SY5Y APP 5'UTR luciferase reporter, luminescence; zero percent = DMSO vehicle wells;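 active means activation above a set limit, based on mean plus 3 SD of controls, cut at about 140% in these data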; further: values of inactives mirror those of a sister screen read the other way
STAT1 inh = STAT1 signaling inhibitors, primary screen, cell-based, HTS, luciferase reporter | NIH 3T3 STAT1-luciferase reporter, IFN-gamma, luminescence | inhibition, % at 5.5 µM | hit rate 0.35% among 200,000;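 active means inhibition above a set limit, the mean inhibition across all tested compounds plus 3 SD, cut at about 34% in these data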;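 further: 0% = IFN-gamma with DMSO and 100% = IFN-gamma with 300 µM nifuroxazide; values of inactives mirror those of a sister screen read the other way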
DTT redox prof = compounds producing H2O2 with reducing agent – biochemical, NIH compound library profiling, artefact control for MLSCN library redox annotation, primary screen | DTT-dependent redox cycling H2O2, phenol red/HRP absorbance; 100% = 100 µM peroxide control, 0% = buffer | activation, % at 10 µM | hit rate 0.03% among 200,000 | AID 878, 2007;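 active means activation of at least 50% relative to the plate's high and low controls in the primary single-dose screen; inactive means activation below 50%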;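 further: compound incubated with DTT at 0.8 mM final as the reducing agent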
Starred values were filed as active, the others as inactive; x = not tested or not shown.

Each structure is followed by: STAT1 activator	STAT3 activator	Hsp70 activator	Efa HMGR inh	TLR4-MyD88 BLA	NF-kB expr up	STAT3 inh	APP 5'UTR act	STAT1 inh	DTT redox prof
> NC(=O)CC(NSc1ccccc1[N+](=O)[O-])C(=O)O (configuration not stated)
  98	x	-0.1	3	9	1.2	x	-18	1	0.4
> Cc1cc2c(c(=O)n1CCCn1ccnc1)C(c1ccco1)C(C#N)=C(N)O2 (configuration not stated)
  88	105	-0.1	-4	-1	1.2	-4	0	13	-1.0
> Fc1ccc(-c2csc(=S)[nH]2)cc1
  105	101	0.1	-3	-14	1.4	9	27	-5	-0.5
> Cc1ccc(S(=O)(=O)ON2C(=O)c3cccc4cccc(c34)C2=O)cc1
  100	91	-0.1	2	2	1.2	11	3	0	0.3
> CNC(=S)Nc1ccc(Nc2ccccc2)cc1
  104	114	0.0	2	-1	2.1	-6	27	-12	-1.4
> CCC(OC(=O)c1nsc(Cl)c1Cl)C(=O)NC(C)(C)CC (configuration not stated)
  102	102	-0.2	-6	18	0.99	2	9	-2	-1.6
> CC/C(=N\NC(=O)C(N)=O)c1ccccc1O
  105	89	-0.3	1	1	0.76	16	0	-6	0.0
> N#Cc1ccc(OCC(=O)N/N=C2/CC(c3ccccc3)Oc3ccccc32)cc1 (configuration not stated)
  106	97	-0.1	-2	7	1.2	3	6	-6	0.0
> CCn1c(C)nc2cc(C(=O)N/N=C/c3cccc(O)c3O)ccc21
  117	86	0.1	-1	1	2.6	21	-26	-21	-0.2
> CC(=O)CSc1nnc(CSc2ncccn2)n1C1CCCCC1
  105	103	0.0	-1	1	1.1	3	0	-6	2.5
> O=C(Cn1cc([N+](=O)[O-])cn1)Nc1ccn(Cc2c(F)c(F)cc(F)c2F)n1
  103	98	-0.1	-2	8	1.1	8	17	-4	-1.1
> Cc1ccc2sc(NC(=O)c3ccc(N4C(=O)CCC4=O)cc3)nc2c1C
  95	97	-0.3	2	-4	1.1	4	-5	5	0.2
> O=C(NCC1COc2ccccc2O1)Nc1ccccc1F (configuration not stated)
  96	95	0.2	1	-12	1.3	12	2	3	-0.1
> O=C(NC1CCCCC1)c1ccc(S(=O)(=O)N2CCCCC2)cc1
  99	100	-0.4	-6	-3	1.1	2	2	4	0.5
> Cn1c(=O)n(C)c2cc([N+](=O)[O-])c(N3CCN(C(=O)c4ccccc4)CC3)cc21
  95	82	0.3	0	-8	0.6	22	8	5	-0.2
> O=C(CCCCCN1C(=O)c2ccccc2C1=O)NC1CCCC1
  100	98	-0.2	-6	9	0.99	6	0	0	1.7
> COc1ccc(C(=O)C2CCCN(C/C=C/c3ccccc3OC)C2)c(OC)c1 (configuration not stated)
  99	98	0.0	0	2	0.74	7	-8	-1	-0.7
> COc1ccc(Nc2cnn(-c3nc4ccccc4s3)c(=O)c2Cl)cc1
  96	89	-0.2	-7	-2	1.9	11	-19	5	-0.3
> CCC(=O)Nc1ccc(C(=O)CSc2nnc(-c3ccc(O)cc3)n2CC2CCCO2)cc1 (configuration not stated)
  104	105	-0.4	1	10	1.2	0	-9	-4	-0.6
> O=C(c1cccs1)N1CCc2c([nH]c3ccccc23)C1c1ccc(Cl)cc1 (configuration not stated)
  106	102	-0.3	8	-18	0.99	2	6	-7	-6.1
> Cc1cc(C)n(-c2ccc(C(=O)NCCCN3CCOCC3)cc2)n1
  95	93	-0.3	3	6	1.1	10	19	4	-0.4
> CC(=O)Nc1ccc(S(=O)(=O)Nc2nc3ccccc3nc2N2CCCCCC2)cc1
  99	105	0.0	-6	-1	1.1	-3	0	1	-3.7
> O=C1NC(=O)/C(=C\c2ccc(OCc3cccc(C(=O)O)c3)c(Cl)c2)N1
  33	42	-0.1	6	-8	1.1	73*	79	71*	0.3
> CCOc1ccc2nc(NC(=O)C(NS(=O)(=O)c3cccs3)C(C)C)sc2c1 (configuration not stated)
  94	106	-0.3	0	-11	0.95	-4	-18	6	2.4
> Cc1cc(C)nc(SCC(=O)Nc2ccc(S(=O)(=O)NC(C)(C)C)cc2)n1
  86	89	-0.5	1	-4	0.77	19	4	15	-0.1
> CC1(C)Cc2cccc(OCC(=O)N3CCN(c4ccc([N+](=O)[O-])cc4)CC3)c2O1
  94	86	-0.4	-5	4	2.3	17	-6	6	-0.4
> CCOC(=O)c1ccccc1NC1c2ccccc2C(=O)N1C1CCN(C(=O)OCC)CC1 (configuration not stated)
  102	106	-0.4	-5	0	0.66	-2	-3	-3	0.3
> COCCN(CCOC)CC(O)COC(c1ccccc1)c1ccccc1 (configuration not stated)
  98	104	-0.5	-1	-14	1.2	-3	-10	0	-0.1
> O=C(O)CC1C(=O)NCCN1Cc1cccs1 (configuration not stated)
  99	99	-0.2	-1	-15	1.4	9	4	-1	-0.3
> Cc1ccc(NC(=O)CCNC(=O)c2ccco2)cc1F
  97	95	0.1	-2	5	1.1	8	3	2	-2.1

Quoted at random: three entries already listed
Each structure is followed by: STAT1 activator	STAT3 activator	Hsp70 activator	Efa HMGR inh	TLR4-MyD88 BLA	NF-kB expr up	STAT3 inh	APP 5'UTR act	STAT1 inh	DTT redox prof
> CCC(=O)Nc1ccc(C(=O)CSc2nnc(-c3ccc(O)cc3)n2CC2CCCO2)cc1 (configuration not stated)
  104	105	-0.4	1	10	1.2	0	-9	-4	-0.6
> CNC(=S)Nc1ccc(Nc2ccccc2)cc1
  104	114	0.0	2	-1	2.1	-6	27	-12	-1.4
> Cc1ccc(S(=O)(=O)ON2C(=O)c3cccc4cccc(c34)C2=O)cc1
  100	91	-0.1	2	2	1.2	11	3	0	0.3

Continuation:
Each structure is followed by: STAT1 activator	STAT3 activator	Hsp70 activator	Efa HMGR inh	TLR4-MyD88 BLA	NF-kB expr up	STAT3 inh	APP 5'UTR act	STAT1 inh	DTT redox prof
> CCCNC(=O)C(CC)NS(=O)(=O)c1ccc(OC)cc1 (configuration not stated)
  106	101	0.0	2	0	1.2	0	8	-7	-0.1
> O=c1cc(CSc2ccc([N+](=O)[O-])cc2)nc2sccn12
  101	85	-0.1	15*	-13	1.4	22	-8	0	0.1
> Cc1cc2ccccc2n1CCNC(=O)C1CCCC1
  95	93	-0.1	-2	-1	1	12	7	5	1.5
> COc1ccc(S(=O)(=O)N(CCN2CCOCC2)Cc2cc(OC)ccc2OC)cc1
  95	103	-0.1	-3	9	0.82	0	1	5	2.3
> O=C(Nc1ccccc1)N1N=C(c2cccs2)CC1c1cccs1 (configuration not stated)
  96	108	-0.1	-2	6	1.1	-7	-7	4	-0.3
> COc1ccc(C2CC(c3ccccc3)=NN2c2ccc(S(N)(=O)=O)cc2)cc1OC (configuration not stated)
  91	119	0.7	0	-17	1.3	-15	4	8	-0.3
> Cc1c(Cl)cccc1NC(=O)CC1SCCNC1=O (configuration not stated)
  98	100	-0.2	-6	0	1.2	7	6	3	-2.5
> CCOC(=O)CSc1nc2ccccc2n1C(=O)OCC
  91	90	-0.6	3	-1	1.2	18	1	9	-0.6
> C=CCN(C(=O)CNC(=O)c1ccco1)C(C(=O)NC1CCCCC1)c1ccc(OC)cc1OC (configuration not stated)
  107	103	0.2	-1	3	1.1	-2	0	-8	1.9
> Cc1csc(NC(=O)CCNS(=O)(=O)c2ccc3c(c2)c(=O)n(C)c(=O)n3C)n1
  99	106	-0.2	-7	5	1.2	-1	14	1	-0.7
> CCOc1ccc(C(=O)N/N=C/c2cc([N+](=O)[O-])cs2)cc1
  103	84	0.2	-3	4	1.2	23	-3	-5	-1.2
> CC(Nc1cc(N2CCNCC2)ccc1[N+](=O)[O-])c1ccccc1 (configuration not stated)
  106	104	-0.2	-4	10	0.96	-1	0	-6	-0.2
> Clc1ccc(CN=C2Nc3ccccc3CS2)cc1
  126	108	-0.2	1	-16	4.8*	-4	115	-29	2.4
> CCOC(=O)c1c(C)oc2c1c(C=NCCO)c(O)c1ccccc12
  112	96	0.1	-15	-7	0.86	12	8	-15	-0.9
> CN(C)c1ccc(N/C(N)=N/c2nc(C(F)(F)F)cc(C(F)(F)F)n2)cc1
  94	88	-0.5	-11	-3	0.9	19	5	6	-1.4
> Cc1cc(=O)[nH]c(CN2CCC(c3ccccc3)CC2)n1
  102	101	-0.3	-5	5	1.1	6	10	-3	0.2
> CS(=O)(=O)N1CCc2cc(S(=O)(=O)N3CCCCC3)ccc21
  101	103	-0.3	16*	1	1.1	1	5	-1	-1.2

Ordered by length of the SMILES (low to high): some entries from above
Each structure is followed by: STAT1 activator	STAT3 activator	Hsp70 activator	Efa HMGR inh	TLR4-MyD88 BLA	NF-kB expr up	STAT3 inh	APP 5'UTR act	STAT1 inh	DTT redox prof
> Clc1ccc(CN=C2Nc3ccccc3CS2)cc1
  126	108	-0.2	1	-16	4.8*	-4	115	-29	2.4
> Cc1c(Cl)cccc1NC(=O)CC1SCCNC1=O (configuration not stated)
  98	100	-0.2	-6	0	1.2	7	6	3	-2.5
> CCOC(=O)c1c(C)oc2c1c(C=NCCO)c(O)c1ccccc12
  112	96	0.1	-15	-7	0.86	12	8	-15	-0.9
